IDH1 mut inh: blocks human IDH1 R132H reductase activity. O75874. 70,000 compounds, 0.18% hits. inhibition, % at 10 µM. diaphorase/resazurin fluorescence, 60 min; in the data active means inhibition above about 34%;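 further: 0% = DMSO and 100% = no enzyme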
Target sequence (O75874 whole entry R132H): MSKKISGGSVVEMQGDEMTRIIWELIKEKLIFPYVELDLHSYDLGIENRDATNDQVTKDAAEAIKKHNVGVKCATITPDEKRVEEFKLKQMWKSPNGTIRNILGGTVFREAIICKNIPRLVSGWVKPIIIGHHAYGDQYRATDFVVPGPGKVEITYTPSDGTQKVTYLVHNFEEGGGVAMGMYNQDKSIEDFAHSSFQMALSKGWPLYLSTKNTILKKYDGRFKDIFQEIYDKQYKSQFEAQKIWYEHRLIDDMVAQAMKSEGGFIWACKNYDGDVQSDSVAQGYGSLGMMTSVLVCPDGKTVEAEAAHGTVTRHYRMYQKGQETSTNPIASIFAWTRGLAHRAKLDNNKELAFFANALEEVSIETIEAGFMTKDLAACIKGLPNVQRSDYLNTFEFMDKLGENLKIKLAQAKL
EZH2 inh: blocks human EZH2/PRC2 H3K27 methylation. DELFIA TRF, 1 h. inhibition, % at 12.5 µM. 57,000 compounds, 0.35% hits. Q15910;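 active means mean inhibition of replicates at least 50% and every single replicate also reaching 50%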;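 further: dimethyl H3K27 on biotinylated H3 21-44 peptide detected by antibody; plate controls were median neutral control wells for no effect and median positive control wells for full effect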
* = called active by the depositor; · = not tested or not shown. An excerpt; rates above refer to the full screens.

SMILES	IDH1 mut inh	EZH2 inh
COC(=O)c1cc(NC(=O)COc2ccc(C)cc2)cc(C(=O)OC)c1	-0.5	13.5
CO[C@H]1O[C@H](CO)[C@@H](OC(=O)Nc2ccccc2-c2ccccc2)[C@H](OC(=O)Nc2ccc3c(c2)OCO3)[C@@H]1OC(=O)Nc1ccc2c(c1)OCO2	·	-24.5
CCCN1C[C@H](C)[C@H](OC)CN(C)C(=O)c2cc(NC(=O)c3ccc(F)cc3)ccc2OC[C@H]1C	0.3	-3.2
C[C@H](CO)N1C[C@H](C)[C@@H](CN(C)C(=O)c2ccncc2)Oc2ncc(C#CC3CCCC3)cc2C1=O	·	6.0
C[C@@H]1CN([C@H](C)CO)C(=O)c2cc(NC(=O)CCCN(C)C)ccc2O[C@H]1CN(C)Cc1ccc(-c2ccccc2)cc1	3.4	·
C/C=C/c1ccc2c(c1)O[C@H](CN(C)C(=O)CN(C)C)[C@@H](C)CN([C@H](C)CO)S2(=O)=O	-3.0	2.7
Cc1ccc(C(=O)C2C(=O)C(=O)N(Cc3ccco3)C2c2ccc(F)cc2)o1 (stereo not given)	0.2	-30.4
C[C@H](CO)N1C[C@H](C)[C@H](CN(C)S(=O)(=O)c2cn(C)cn2)Oc2c(NC(=O)CCCCCC(=O)Nc3ccccc3N)cccc2C1=O	·	-9.4
C[C@H](CO)N1C[C@H](C)[C@H](CN(C)Cc2cccc(F)c2)Oc2cc(C#CC3CC3)ccc2S1(=O)=O	-0.2	84.0*
COc1ccc(OC(C)C(=O)Nc2cccnc2)cc1 (stereo not given)	0.2	6.3
COCC#Cc1ccc2c(c1)O[C@@H](CN(C)S(=O)(=O)c1ccc(C)cc1)[C@@H](C)CN([C@@H](C)CO)S2(=O)=O	-1.7	·
Cn1cnc(S(=O)(=O)N[C@H]2C=C[C@@H](CC(=O)NCC3CC3)O[C@@H]2CO)c1	0.0	-5.3
C[C@H]1CN([C@@H](C)CO)C(=O)c2cc(NS(=O)(=O)c3cn(C)cn3)ccc2O[C@@H]1CN(C)C(=O)Nc1ccc2c(c1)OCO2	0.6	·
CO[C@H]1CN(C)C(=O)c2ccc(NC(=O)c3ccc4c(c3)OCO4)cc2OC[C@H](C)N(CCC(F)(F)F)C[C@H]1C	0.2	-8.0
C[C@@H]1CN([C@H](C)CO)C(=O)Cc2cc(NC(=O)Nc3ccccc3)ccc2O[C@@H]1CN(C)S(=O)(=O)c1ccc(Cl)cc1	1.3	-3.1
CN(C)C(=O)C[C@@H]1C[C@@H]2c3cc(NC(=O)Nc4ccccc4F)ccc3O[C@@H]2[C@@H](CO)O1	38.5*	17.7
O=C(C[C@@H]1C=C[C@H](NC(=O)C2CCOCC2)[C@@H](CO)O1)NCc1ccncc1	0.1	-6.9
COc1ccccc1-c1cn(CC[C@H]2CC[C@@H](NC(=O)c3cnccn3)[C@H](CO)O2)nn1	0.0	-0.9
C[C@H](CO)N1C[C@H](C)[C@@H](CN(C)C)Oc2ccc(NC(=O)CCN3CCOCC3)cc2C1=O	1.4	-4.1
C[C@@H]1CN([C@H](C)CO)C(=O)CCCn2cc(nn2)CO[C@H]1CN(C)C(=O)OCc1ccccc1	-2.5	·
C[C@H]1CN([C@@H](C)CO)C(=O)c2cccc(N(C)C)c2O[C@@H]1CN(C)Cc1ccc(-c2ccccc2)cc1	0.4	7.7
Cc1ccc(-c2cnc3c(c2)C(=O)N([C@H](C)CO)C[C@H](C)[C@@H](CN(C)C(=O)Cc2cccnc2)O3)cc1	0.0	·
Cc1ccc(SCc2cc(=O)[nH]c(Nc3nc(C)c4ccccc4n3)n2)cc1	1.3	-15.7
COc1cc(NC(=O)C2CCC(=O)N2S(=O)(=O)c2ccc(C)cc2)cc(OC)c1 (stereo not given)	-1.1	-12.7
Cc1noc(C)c1NC(=O)Nc1cccc2c1O[C@@H](CN(C)CC1CCCCC1)[C@@H](C)CN([C@H](C)CO)C2=O	·	-1.1
SMILES	IDH1 mut inh	EZH2 inh
C[C@H]1CN([C@@H](C)CO)C(=O)c2cccc(NC(=O)Nc3ccc4c(c3)OCO4)c2O[C@@H]1CN(C)S(=O)(=O)c1ccc(F)cc1	1.8	·
C[C@@H]1CN([C@@H](C)CO)C(=O)c2cc(NC(=O)Cn3cnnn3)ccc2O[C@@H]1CN(C)C(=O)Nc1ccc(F)cc1	5.4	·
O=C(Nc1ccc(C(F)(F)F)cc1)Nc1ccc2c(c1)[C@@H]1C[C@H](CC(=O)N3CCc4ccccc4C3)O[C@@H](CO)[C@@H]1O2	-0.2	-11.7
C[C@H]1CN([C@@H](C)CO)C(=O)Cc2cc(NC(=O)CCCCCC(=O)Nc3ccccc3N)ccc2O[C@@H]1CN(C)S(=O)(=O)c1ccccc1	·	8.6
Cc1ccc(S(=O)(=O)N[C@H]2CC[C@H](CCNC(=O)C3CCCC3)O[C@H]2CO)cc1	0.0	12.0
C[C@H](CO)N1C[C@H](C)[C@@H](CN(C)Cc2ccncc2)OCCCC[C@H](C)Oc2ccc(NS(=O)(=O)c3cccs3)cc2C1=O	19.2	·
O=C(COc1ccc(Br)cc1CO)Nc1ccccc1F	0.5	-13.3
Cc1ccc(OCC(=O)NC(=S)Nc2cccc(NC(=O)c3ccccc3Cl)c2)cc1	0.2	8.5
CCC(=O)Nc1ccc2c(c1)OC[C@H](C)N(C(=O)c1ccccn1)C[C@@H](C)[C@@H](OC)CN(C)C2=O	0.2	-4.0
COc1ccc(C#Cc2cnc3c(c2)C(=O)N([C@@H](C)CO)C[C@H](C)[C@@H](CN(C)C)O3)cc1	0.2	-22.7
C[C@@H]1CN([C@@H](C)CO)S(=O)(=O)c2ccc(-c3cccnc3)cc2O[C@@H]1CN(C)C(=O)NC1CCCCC1	0.6	·
COC(=O)c1ccc(NC(=O)C(C)N(c2ccc(Cl)cc2)S(C)(=O)=O)cc1 (stereo not given)	0.4	7.1
Cc1nc2n(CC(=O)c3cccs3)c3ccccc3n2n1	0.1	-2.7
CN(C)CCCNC(=O)C[C@H]1C=C[C@H](NC(=O)Cc2cccnc2)[C@@H](CO)O1	0.1	13.4
O=C(NCCCN1CCOCC1)c1cc(-c2ccccc2)on1	0.0	2.6
COc1cccc(-c2ccc3c(c2)O[C@@H](CN(C)C(=O)C2CC2)[C@@H](C)CN([C@@H](C)CO)S3(=O)=O)c1	·	-1.2
COc1ccc(NC(=O)N[C@@H]2CC[C@H](CCNC(=O)CCN3CCCCC3)O[C@H]2CO)cc1	0.2	-3.6
COC(=O)c1c(NC(=S)NCc2ccc(S(N)(=O)=O)cc2)sc2c1CCC(C)C2 (stereo not given)	0.5	14.9
Cc1noc(C)c1S(=O)(=O)N(C)C[C@@H]1Oc2ccc(NS(=O)(=O)c3ccc(F)cc3)cc2CC(=O)N([C@H](C)CO)C[C@H]1C	0.1	·
COCC(=O)Nc1ccc2c(c1)C(=O)N(C)C[C@H](OC)[C@@H](C)CN(C(=O)c1ccccc1F)[C@@H](C)CO2	0.0	1.6
CCCC#Cc1ccc2c(c1)O[C@H](CN(C)Cc1cccnc1)[C@H](C)CN([C@@H](C)CO)S2(=O)=O	13.4	2.7
C[C@@H]1CN([C@@H](C)CO)C(=O)c2cc(C#CCN(C)C)cnc2O[C@H]1CN(C)S(=O)(=O)c1ccccc1	-0.5	·
C[C@@H]1CN([C@@H](C)CO)C(=O)c2cc(C3=CCCC3)cnc2O[C@@H]1CN(C)Cc1ccc(F)cc1	0.2	-0.4
O=C(C[C@H]1C=C[C@H](NC(=O)NC2CCCC2)[C@H](CO)O1)NCc1ccc(F)cc1	0.5	13.2
COc1cccc(S(=O)(=O)N(C)C[C@@H]2Oc3ncc(-c4cccc(C(F)(F)F)c4)cc3C(=O)N([C@H](C)CO)C[C@@H]2C)c1	-0.2	-8.6
SMILES	IDH1 mut inh	EZH2 inh
C[C@H]1CN([C@@H](C)CO)C(=O)c2cc(C#CC3CC3)cnc2O[C@@H]1CN(C)C(=O)C1CCCCC1	-0.4	-4.3
Oc1ccc([C@H]2Oc3c(c(O)cc4c3[C@@H]3c5c(O)cc(O)cc5O[C@@](c5ccc(O)cc5)(O4)[C@@H]3O)C[C@H]2O)cc1	0.7	·
COc1ccc(-c2cc(C(F)(F)F)nc(SCC(=O)Nc3ccc(Cl)cc3Cl)n2)cc1	0.0	-8.6
COc1ccc(C)cc1N(CC(=O)Nc1ccc(I)cc1)S(C)(=O)=O	0.0	-15.4
C[C@H]1CCCCO[C@@H](CN(C)C(=O)Cc2ccccc2)[C@@H](C)CN([C@@H](C)CO)C(=O)c2cc(NS(=O)(=O)c3ccccc3)ccc2O1	0.9	·
CC(C)NC(=O)Nc1ccc2c(c1)C(=O)N([C@@H](C)CO)C[C@@H](C)[C@H](CN(C)C(=O)NC1CCCCC1)OCCCC[C@@H](C)O2	1.9	·
O=C(NCC[C@@H]1CC[C@H](NS(=O)(=O)c2ccccc2F)[C@@H](CO)O1)c1ccc(F)cc1	-0.1	16.9
C[C@@H]1CN([C@H](C)CO)C(=O)c2cc(/C=C/c3ccccc3)cnc2O[C@@H]1CN(C)Cc1cncnc1	-4.2	-1.2
C[C@@H]1CCCCO[C@H](CN(C)C(=O)CCC(F)(F)F)[C@H](C)CN([C@H](C)CO)C(=O)c2cc(NS(=O)(=O)c3ccccc3)ccc2O1	-0.8	·
COc1ccc(OC)c(S(=O)(=O)N2CCC(C(=O)Nc3cc(Cl)ccc3Oc3ccccc3)CC2)c1	0.0	9.7
COc1ccc(NC(=O)N(C)C[C@H]2Oc3ccc(NC(=O)Cc4cn(C)c5ccccc45)cc3C(=O)N([C@H](C)CO)C[C@@H]2C)cc1	-6.3	·
COC(=O)c1ccc(NC(=O)CCn2nc(-c3ccc(Cl)cc3)c3ccccc3c2=O)cc1	-0.3	-1.1
Cc1noc(C)c1NC(=O)N(C)C[C@@H]1Oc2ccc(N(C)C)cc2CC(=O)N([C@H](C)CO)C[C@@H]1C	0.4	17.2
C[C@H](CO)N1C[C@H](C)[C@H](CN(C)C(=O)Nc2ccccc2)OCCCC[C@H](C)Oc2ccc(NC(=O)Nc3ccccc3)cc2C1=O	1.4	·
O=C(N[C@@H]1CC[C@@H](CCNC(=O)c2ccccc2F)O[C@@H]1CO)c1cnccn1	-0.2	3.8
COc1ccc(NC(=O)Nc2ccc3c(c2)C(=O)N([C@H](C)CO)C[C@@H](C)[C@@H](CN(C)C(=O)NC2CCCCC2)O3)cc1	0.3	0.1
Cc1ccnc(SCC(=O)Nc2ccc(Cl)cc2Cl)n1	-0.7	6.3
CC(=O)N(C)C[C@@H]1Oc2cc(-c3cccnc3)ccc2S(=O)(=O)N([C@@H](C)CO)C[C@@H]1C	0.7	7.7
C[C@@H]1CCCCO[C@@H](CN(C)Cc2ccncc2)[C@@H](C)CN([C@H](C)CO)C(=O)c2cc(NC(=O)CCC(F)(F)F)ccc2O1	7.5	20.0
COc1ccc(NC(=O)N(C)C[C@H]2Oc3ccc(NC(=O)Nc4ccc5c(c4)OCO5)cc3C(=O)N([C@@H](C)CO)C[C@H]2C)cc1	-2.1	·
C[C@@H]1CN([C@@H](C)CO)C(=O)c2cc(NC(=O)Nc3ccccc3)ccc2O[C@H]1CN(C)S(C)(=O)=O	·	-4.7
CCOC(=O)c1cnc2ccc(F)cc2c1NCc1ccco1	-0.6	-8.8
O=C(N[C@H]1CC[C@@H](CCNC(=O)C2CCOCC2)O[C@H]1CO)c1ccccn1	0.1	11.0
O=C(C[C@@H]1CC[C@H](NC(=O)C2CCOCC2)[C@@H](CO)O1)NCc1ccccc1Cl	-0.1	-16.3
CCC(=O)Nc1ccc2c(c1)C(=O)N(C)C[C@@H](OC)[C@@H](C)CN(Cc1ccccc1C(=O)O)[C@@H](C)CO2	-0.1	-2.6
SMILES	IDH1 mut inh	EZH2 inh
C[C@H](NC(=O)C[C@H]1C=C[C@H](NC(=O)CN2CCOCC2)[C@H](CO)O1)c1ccccc1	-0.2	-4.0
C[C@H](CO)N1C[C@H](C)[C@H](CN(C)Cc2cccc(C(=O)O)c2)OCc2ccccc2-c2c(n(C)c3ccccc23)C1=O	-10.0	10.3
C[C@@H]1CN([C@H](C)CO)S(=O)(=O)c2ccc(-c3cccnc3)cc2O[C@H]1CN(C)C(=O)C1CCC1	·	-1.7
CC(C)COC(=O)N(C)C[C@H]1OCc2ccccc2-c2ccccc2C(=O)N([C@@H](C)CO)C[C@@H]1C	-2.7	4.3
CCCNC(=O)Nc1ccc2c(c1)OC[C@H](C)N(CCC)C[C@@H](C)[C@@H](OC)CN(C)C2=O	0.0	12.1
O=C(O)Cc1cccc(OCCCN(Cc2cccc(C(F)(F)F)c2Cl)CC(c2ccccc2)c2ccccc2)c1	1.2	84.6*
